# Compound activity (PubChem)
# M5 PAM – human M5 muscarinic receptor positive allosteric modulators, primary screen, CHO-K1 cells, Fluo-8 calcium fluorescence; CHO-K1 hM5, ACh EC20 PAM; 0% = ACh EC20, 100% = ACh EC100; AID 624038, 2012; 0.3% of 360,000 active; activation, % at 3 µM; Muscarinic acetylcholine receptor M5 (Homo sapiens), P08912;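 active = activation above the run cutoff, the mean activation of all test compounds plus 3 SD, cut at about 18% in these data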
#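 Assay system – human M5 receptor in CHO-K1 cells · Read-out – % activation, ACh-normalized · Technique – Fluo-8 calcium fluorescence · Dosing – single-point, 3 µM nominal · Incubation – Fluo-8 loading 80 min at 37 °C plus 30 min room temperature · Repeats – singlicate, one well per test compound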
# CHRM4 PAM – human M4 muscarinic receptor positive allosteric modulators, primary screen, CHO-K1 cells, Fluo-8 calcium fluorescence. 0.4% of 360,000 active. activation, % at 3 µM. CHO-K1 hM4/Gqi5, ACh EC20; 0% = ACh EC20, 100% = maximal ACh. Muscarinic acetylcholine receptor M4 (Homo sapiens), P08173;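 active = activation above its plate's cutoff, the mean activation of sample wells plus 3 SD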; also: some results filed as inactive read as strong as hits
# Target sequence (P08173 whole entry, looked up): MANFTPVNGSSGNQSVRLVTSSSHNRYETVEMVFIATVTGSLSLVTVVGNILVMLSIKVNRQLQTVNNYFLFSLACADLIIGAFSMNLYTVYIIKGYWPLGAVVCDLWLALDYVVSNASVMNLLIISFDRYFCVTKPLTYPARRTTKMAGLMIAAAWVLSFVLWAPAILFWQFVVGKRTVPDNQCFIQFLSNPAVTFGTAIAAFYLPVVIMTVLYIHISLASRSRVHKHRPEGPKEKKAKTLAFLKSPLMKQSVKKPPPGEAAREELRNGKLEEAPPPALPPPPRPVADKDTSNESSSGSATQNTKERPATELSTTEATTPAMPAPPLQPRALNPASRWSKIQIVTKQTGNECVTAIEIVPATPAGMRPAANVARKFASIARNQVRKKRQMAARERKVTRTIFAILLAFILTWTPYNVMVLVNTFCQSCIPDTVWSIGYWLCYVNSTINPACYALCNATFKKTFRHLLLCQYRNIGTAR
# CHRM1 antagonist – human M1 muscarinic receptor antagonists, primary screen, CHO-K1 cells, Fluo-8 calcium fluorescence, 1536-well; inhibition, % at 3 µM; 1.3% of 360,000 active; CHO-K1 hM1, ACh EC80 antagonist; Muscarinic acetylcholine receptor M1 (Homo sapiens), P11229; AID 588852, 2011;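 active = percent inhibition above its own plate's cutoff, namely the mean of that plate's compound wells plus 3 SD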;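 also: peak over basal fluorescence ratio during 140 s after agonist addition; 0% = ACh EC80 plus DMSO and 100% = DMSO alone without agonist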
# Target sequence (P11229 whole entry, looked up): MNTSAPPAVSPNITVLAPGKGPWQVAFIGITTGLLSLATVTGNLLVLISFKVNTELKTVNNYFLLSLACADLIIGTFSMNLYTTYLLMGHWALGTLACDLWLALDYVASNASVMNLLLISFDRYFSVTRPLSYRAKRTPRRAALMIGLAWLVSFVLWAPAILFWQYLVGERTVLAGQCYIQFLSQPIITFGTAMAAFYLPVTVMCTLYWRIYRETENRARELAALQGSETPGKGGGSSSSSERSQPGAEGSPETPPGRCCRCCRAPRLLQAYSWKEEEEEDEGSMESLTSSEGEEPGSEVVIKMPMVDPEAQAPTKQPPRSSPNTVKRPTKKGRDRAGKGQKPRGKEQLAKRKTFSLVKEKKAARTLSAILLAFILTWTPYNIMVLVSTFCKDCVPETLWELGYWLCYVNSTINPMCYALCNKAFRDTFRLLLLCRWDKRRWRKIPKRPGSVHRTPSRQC
# CHRM4 antagonist – human M4 muscarinic receptor antagonists, primary screen, CHO cells, Fluo-8 calcium fluorescence; AID 624125, 2012; 0.73% of 360,000 active; inhibition, % at 3 µM; Muscarinic acetylcholine receptor M4 (Homo sapiens), P08173; CHO-hM4 cells, ACh EC80;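 active = inhibition above its plate's cutoff, the mean inhibition of sample wells plus 3 SD, cut at about 27% in these data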;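 also: 0% = acetylcholine EC80 with DMSO and 100% = DMSO without agonist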
# M5 antag – human M5 muscarinic receptor antagonists, primary screen, CHO cells, Fluo-8 calcium fluorescence | Muscarinic acetylcholine receptor M5 (Homo sapiens), P08912 | CHO-hM5 cells, ACh EC80 | inhibition, % at 3 µM | 0.59% of 360,000 active | AID 624040, 2012;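 active = inhibition above a per-plate cutoff, the mean of that plate's test compounds plus 3 SD, cut at about 27% in these data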;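 also: 0% = acetylcholine EC80 with DMSO and 100% = DMSO without agonist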
# M4 ag – human M4 muscarinic receptor agonists, primary screen, CHO-K1 cells, Fluo-8 calcium fluorescence | AID 624127, 2012 | CHO-K1 hM4/Gqi5; vehicle 0%, full acetylcholine response 100% | Muscarinic acetylcholine receptor M4 (Homo sapiens), P08173 | activation, % at 3 µM | 0.14% of 360,000 active;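 active = activation above the run mean over all test wells plus 3 SD, cut at about 32% in these data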;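 also: peak over basal fluorescence ratio per well then scaled between controls; 0% = DMSO wells and 100% = acetylcholine at EC100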
# CRFBP-R2 agonist – agonists of CRF-BP/CRF-R2 complex, primary screen, cell-based, HEK293, calcium dye fluorescence, uHTS; CRF-binding protein / CRF receptor 2 complex (human); AID 588473, 2011; activation, % at 13.2 µM; 0.46% of 350,000 active; calcium dye fluorescence (FLIPR); percent of saturating CRF peptide response;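 active = activation of at least 50%, plus an integration ratio under a set limit after plate pattern correction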;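 also: plate controls were neutral control wells without compound for no effect and CRF at EC100 for full effect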
# M5 ag – human M5 muscarinic receptor agonists, primary screen, CHO-K1 cells, Fluo-8 calcium fluorescence; Muscarinic acetylcholine receptor M5 (Homo sapiens), P08912; CHO-K1 hM5 cells; 0% DMSO wells, 100% maximal acetylcholine response; activation, % at 3 µM; 0.19% of 360,000 active; AID 624037, 2012;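 active = activation above the run's mean over test compounds plus 3 SD, cut at about 23% in these data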;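 also: signal is peak over basal fluorescence ratio across the kinetic read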
# M1 PAM – human M1 muscarinic receptor positive allosteric modulators, primary screen, CHO-K1 cells, Fluo-8 calcium fluorescence, 1536-well. Muscarinic acetylcholine receptor M1 (Homo sapiens), P11229. CHO-K1 hM1, ACh EC20; 0% = ACh EC20, 100% = maximal ACh. activation, % at 3 µM. 0.088% of 360,000 active; in the data active = activation above about 19%, passing the limit was not always enough
# * = called active by the depositor; . = not tested or not shown.
SMILES,M5 PAM,CHRM4 PAM,CHRM1 antagonist,CHRM4 antagonist,M5 antag,M4 ag,CRFBP-R2 agonist,M5 ag,M1 PAM
CN(CCc1ccccc1)C1CCCN(S(=O)(=O)N(C)C)C1 (stereo unspecified),-4,1,-20,0,5,0,-0.4,-3,12
O=C(O)CC(CC(=O)O)(C(=O)O)c1ccccc1,-3,-5,-6,5,16,0,0.7,-5,6
N#Cc1c(C(F)(F)F)cc(-c2cccs2)nc1SCC(=O)O,2,23,-23,-11,3,-1,-1.2,-3,9
O=C(C1CCCN1S(=O)(=O)c1cccc2cccnc12)N1CCc2ccccc21 (stereo unspecified),-4,2,-9,-4,-2,3,-0.2,0,7
OCCC1CN(Cc2cccc(F)c2F)CCN1CCc1ccccc1 (stereo unspecified),-5,0,-5,-3,10,1,-2.8,-16,5
O=C(Nc1ccc(S(=O)(=O)Nc2ccccn2)cc1)c1ccccc1,-4,10,-22,-5,11,3,-0.5,-5,24
CC(C)CN(C(=O)CCNC(=O)c1ccc(Cl)cc1)c1c(N)n(CC(C)C)c(=O)[nH]c1=O,5,13,0,-27,-2,0,-0.5,0,0
CNc1ncnc2c1ncn2[C@H]1CN(CCc2ccccc2)C[C@@H](CO)O1,-4,-2,-18,4,7,0,.,0,6
CC1CC(c2ccccc2)n2nc(NC(=O)c3ccco3)nc2N1 (stereo unspecified),-1,2,-14,-5,-7,1,1.9,-2,5
O=C(NCc1ccccc1)C(c1ccc(-c2ccccc2)cc1)N1CCN(c2ccccc2F)CC1 (stereo unspecified),-4,15,.,-3,3,0,.,0,.
COc1ccccc1CC(=O)Nc1ccc(Cl)cc1C(=O)O,-9,-6,0,5,6,10,-2.3,5,-3
CC1CCN(CC2C(=O)O[C@@H]3C[C@@]4(C)CCC[C@H](C)C4=C[C@H]23)CC(C)(C)C1 (stereo partly specified),5,8,-23,-7,0,1,8.5,-1,16
O=C(C(Cl)Cl)N1CC2CCC(CC2)C1,18*,2,-8,-4,-9,0,0.0,-9,6
CC#CC[N+](C)(C)CCCCCCCC,-2,-6,20,12,1,0,0.5,-15,-6
Cc1ccc(NC(=O)CO/N=C(\N)c2nonc2N)cc1,-5,3,-5,3,5,1,-1.7,-3,4
O=C(CCC1CCCN(Cc2cccc3c2OCO3)C1)NCc1ccc(F)c(F)c1 (stereo unspecified),-8,-17,42*,11,-16,2,0.1,-10,-32
O=C(O)C[C@@H](CNC(=O)COc1ccc2ccc(=O)oc2c1)c1ccc(Cl)cc1,-10,0,3,4,26,0,-0.1,-5,-5
Cc1cc(O)cc(C)c1NS(=O)(=O)c1ccc2ccccc2c1,0,-5,-6,-3,4,8,0.1,-1,13
COc1ccc(OC)c(C2C(C(=O)N(C)C)=C(C)Nc3nc4ccccc4n32)c1 (stereo unspecified),0,6,-8,8,-6,1,-2.6,-1,5
CCOCCCn1c(SCC(=O)Nc2oc(C)c3c(C)n[nH]c(=O)c23)nnc1-c1ccncc1,1,-7,-3,6,1,0,3.2,-3,5

# Reprinted from the part before: 5 entries, followed by the next part.
SMILES,M5 PAM,CHRM4 PAM,CHRM1 antagonist,CHRM4 antagonist,M5 antag,M4 ag,CRFBP-R2 agonist,M5 ag,M1 PAM
O=C(CCC1CCCN(Cc2cccc3c2OCO3)C1)NCc1ccc(F)c(F)c1 (stereo unspecified),-8,-17,42*,11,-16,2,0.1,-10,-32
O=C(O)C[C@@H](CNC(=O)COc1ccc2ccc(=O)oc2c1)c1ccc(Cl)cc1,-10,0,3,4,26,0,-0.1,-5,-5
Cc1cc(O)cc(C)c1NS(=O)(=O)c1ccc2ccccc2c1,0,-5,-6,-3,4,8,0.1,-1,13
COc1ccc(OC)c(C2C(C(=O)N(C)C)=C(C)Nc3nc4ccccc4n32)c1 (stereo unspecified),0,6,-8,8,-6,1,-2.6,-1,5
CCOCCCn1c(SCC(=O)Nc2oc(C)c3c(C)n[nH]c(=O)c23)nnc1-c1ccncc1,1,-7,-3,6,1,0,3.2,-3,5
Cc1nn(-c2ccccc2)c(C)c1C(=O)NCc1ccc(S(N)(=O)=O)cc1,5,-2,2,2,5,2,0.0,-3,10
C=C1CC[C@@H]2[C@](C)(CO)[C@H](O)CC[C@@]2(C)[C@@H]1/C=C/C1=CCOC1=O,-5,-7,0,-12,4,5,-0.8,1,-2
COc1ccccc1CNC(=O)CSc1ccccc1,2,-2,-8,-6,5,1,-0.8,0,11
NS(=O)(=O)c1cccc(NC(=S)NCc2ccccc2)c1,5,-3,-7,2,-3,1,0.2,-2,9
C#CCn1c2ccccc2c(=O)n1C(C)CBr (stereo unspecified),2,9,.,-4,-3,1,.,1,.
CCCC(=O)NC(C)c1nc2ccccc2n1CC (stereo unspecified),-3,0,-6,3,2,1,-1.0,3,4
COc1cccc2c1cc1c(=O)n(CC(=O)NCc3ccccn3)nc(C)n12,-1,-1,-3,-9,1,2,-0.2,-2,6
Fc1ccc(NC(=S)NCCc2ccccc2)c(F)c1F,-20,-4,10,5,16,14,-0.8,3,-12
C=CCOCCN(C)C1=NS(=O)(=O)c2ccccc21,-6,-4,-1,2,9,0,0.7,1,5
O=C(Nc1nccs1)c1nc[nH]c1C(=O)N1CCc2ccccc2C1,1,8,-6,2,15,1,0.1,-2,2
Cc1n[nH]c(C)c1N=Nc1ccc(Br)cc1,-6,1,-12,-3,-13,3,-0.7,-5,10
O=C(NCC(c1cccnc1)N1CCN(c2ccc(F)cc2)CC1)c1cccc(Cl)c1 (stereo unspecified),-8,-5,3,4,8,5,1.4,0,-1
O=C(COc1ccccc1Cl)Nc1ccc(S(=O)(=O)N2CCOCC2)cc1,4,-7,-5,11,12,2,0.0,-3,10
Cn1c(=O)c2c(nc3n2CC(O)CN3c2ccccc2)n(C)c1=O (stereo unspecified),11,2,-13,-17,-5,0,1.2,2,7
CCOC(=O)c1c(NC(=S)NC(C)=O)sc(C)c1C,18*,32*,-11,-8,-6,1,2.3,-4,8
CCNC(=O)c1cc2c(c(-c3cccc(-c4cncnc4)c3)n1)[C@H](CCO)N(C(C)=O)C2,-2,2,.,3,0,1,.,1,.
COc1ccc(C(=O)NCCOc2cccc(Oc3ccccc3)c2)cc1OC,-3,-4,-2,-2,-9,6,-1.4,1,1
CC(Oc1ccccc1)C(=O)N1CCN=C1SCc1cccc(F)c1 (stereo unspecified),8,9,-16,6,-6,1,-0.5,2,13
CCOC(=O)Cn1nnc(-c2ccc([N+](=O)[O-])cc2)n1,1,1,-13,-2,8,1,-0.8,-5,7
Cc1cc(C)n(-c2ccc(C(=O)Nc3cccc(S(=O)(=O)N4CCCC4)c3)cc2)n1,-14,-12,10,4,9,11,-5.2,2,-33
CCOC(=O)/C=C1\SCC(=O)N1CC(=O)NCc1ccc(OC)c(OC)c1,4,-3,3,1,-4,1,-2.8,-2,2
Cc1ccc(N=Cc2sc(O)c3ccccc23)cc1,1,-6,6,10,2,1,59*,1,0
CC(=O)Nc1ccc(NC(=O)Nc2ccc(C)cc2C)cc1,12,15,6,-2,-10,1,-1.6,-2,-7
Cc1cccc(NC(=O)c2ccc(S(=O)(=O)NCc3ccco3)cc2)n1,-7,8,-3,3,17,10,-0.5,5,1
O=S1(=O)CCOC[C@H](CC2CCCCC2)N1Cc1ccc(Cl)cc1,5,11,-11,4,4,1,5.2,-3,10
CC1CN(S(=O)(=O)c2cccc(C(=O)Nc3ccc(N4CCCCC4)cc3)c2)CC(C)O1 (stereo unspecified),-6,0,-6,0,5,0,-0.8,0,2
Cc1ccc2nc(-c3ccc(NC(=O)COC(=O)c4ccc(=O)[nH]c4)cc3)sc2c1,-1,4,-5,7,3,1,-2.1,6,7
CC(C)(C)OC(=O)N1CCC2(CC1)Oc1ccc(Cl)cc1C(=O)C21CC(c2ccc(Cl)cc2)=NO1 (stereo unspecified),6,7,1,0,5,1,1.8,2,2
CN(Cc1ccccc1)C(=O)COC(=O)c1cncc(Br)c1,1,2,-10,-3,6,1,0.0,-2,6
Cc1ccc(S(=O)(=O)N(C)c2ccc(C(=O)NCc3ccccn3)cc2)cc1,0,6,-7,-17,4,3,-4.0,-3,6
Cc1cc2nc(SCCOC(=O)Nc3cccc(Cl)c3)nc(C)c2cc1C,-6,-8,-2,7,6,0,1.1,-5,-6
CCn1cc(S(=O)(=O)c2ccc(C)cc2)c(=O)c2cc(F)c(N3CCN(C)CC3)cc21,-4,-2,10,2,8,1,0.5,-5,-4
Cc1ccc(NC(=O)CCC(=O)NNC(=S)Nc2ccc(F)cc2)c(C)c1,-10,4,-1,5,14,1,-1.2,-4,-2
O=C(CN1CCOCC1)Nc1ncccn1,-11,3,16,2,1,0,-1.4,-6,-3
O=C(N1CCC(n2nc(-c3ccccc3)oc2=O)CC1)C1(c2ccc(Cl)cc2)CC1,-7,-7,13,12,6,6,-0.8,-6,-7
Cc1ccc(Cn2nnc3c(=O)n(Cc4cc(C)ccc4C)cnc32)cc1,-2,1,9,-1,-5,2,-0.4,2,-4
COC(=O)c1cc(S(=O)(=O)NCC2CCN(Cc3ccc(C)cc3)CC2)c[nH]1,1,-3,3,5,0,1,-2.0,-10,-3
CCC(C)(C)NC(=O)C(c1ccc(F)cc1)N(Cc1cccc(OC)c1)C(=O)c1cnccn1 (stereo unspecified),2,0,5,-11,1,0,-1.7,-4,2
Cc1ccc(NC(=O)CN2C(=O)N/C(=C/c3cccn3-c3ccc(C(=O)O)cc3)C2=O)cc1,-1,2,1,0,-8,0,3.8,2,4
Cn1cnnc1SCCNS(=O)(=O)c1cccc([N+](=O)[O-])c1,-7,-4,3,4,2,0,0.6,-4,2
Cc1cc(C)c(S(=O)(=O)c2ccccc2C(=O)O)c(C)c1,17,17,1,1,-10,0,-1.3,-5,6
COc1cccc(/C=N/NC(=O)C(=O)N2CCCCCC2)c1OC,8,2,-12,-13,-8,1,-0.2,-2,11
O=C(COC(=O)C1=COCCO1)Nc1ccc(F)cc1,6,7,4,1,8,1,0.3,6,0
C[C@H]1CN(CCc2ccccc2)C(=O)[C@@H]1CC(=O)Nc1ccc(Br)cc1,-3,-5,-7,0,5,1,-0.7,2,0
Nc1c(Cl)nc(-c2ccccc2)nc1Cl,4,1,-8,-2,9,0,-2.3,-5,10
CCOC(=O)CCC(=O)N1CCOCCN(C(=O)CCC(=O)OCC)CCOCC1,9,2,-17,0,-9,0,-1.0,-3,6
CC(CCc1ccccc1)NC(=O)CNC(=O)c1ccccc1Br (stereo unspecified),-4,1,-7,-10,12,1,-1.7,-5,8

# Rows were taken by chance; about 2.8% have a hit in one of these screens.
